Compound activity from PubChem BioAssay.
PV pol inh: poliovirus RdRp elongation inhibitors, primary screen, biochemical, fluorescence polarization, total intensity | 0.66% of 150,000 active | Genome polyprotein (Poliovirus type 1 (strain Mahoney)), P03300 | poliovirus polymerase elongation; active compounds read low | % elongation, % (compound at 16.7 µg/mL); in the data active means % elongation below about 90%; further: some results filed as inactive read as strong as hits
Target sequence (P03300 1749-2209 limits assumed): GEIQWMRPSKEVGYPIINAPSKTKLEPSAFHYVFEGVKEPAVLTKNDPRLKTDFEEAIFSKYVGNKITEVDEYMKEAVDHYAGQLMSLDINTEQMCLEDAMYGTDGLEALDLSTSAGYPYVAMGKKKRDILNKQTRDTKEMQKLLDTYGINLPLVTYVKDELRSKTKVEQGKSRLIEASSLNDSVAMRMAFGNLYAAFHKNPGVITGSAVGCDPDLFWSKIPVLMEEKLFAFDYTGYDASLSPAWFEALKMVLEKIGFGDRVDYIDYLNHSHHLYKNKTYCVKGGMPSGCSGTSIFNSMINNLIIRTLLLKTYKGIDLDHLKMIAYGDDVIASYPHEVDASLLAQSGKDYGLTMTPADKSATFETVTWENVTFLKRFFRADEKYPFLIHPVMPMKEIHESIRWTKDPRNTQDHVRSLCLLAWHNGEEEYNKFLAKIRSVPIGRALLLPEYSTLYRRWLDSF
PV pol inh FP z-score: also measured in PV pol inh; calls as there; z-score; measured here: FP z-score; hits read low
The depositor's hits bear a star.

The opening two entries as a preview:
Values run as follows: PV pol inh | PV pol inh FP z-score
CCCNC(=O)C1CCC(Cn2c(=O)c3sccc3n(CC(=O)Nc3ccccc3C)c2=O)CC1 (stereo unspecified)
→ 106 | -0.1
COc1ccc2c(C)c(CC(=O)N3CCCC3)c(=O)oc2c1OC
→ 103 | 0.9

Main list, from the first entry:
Values run as follows: PV pol inh | PV pol inh FP z-score
CCCNC(=O)C1CCC(Cn2c(=O)c3sccc3n(CC(=O)Nc3ccccc3C)c2=O)CC1 (stereo unspecified)
→ 106 | -0.1
COc1ccc2c(C)c(CC(=O)N3CCCC3)c(=O)oc2c1OC
→ 103 | 0.9
CC(CNC(=O)Cn1ncc2ccccc21)c1ccccc1 (stereo unspecified)
→ 101 | -0.8
O=C(c1ccc(Cl)cc1)c1ccc(S(=O)(=O)c2ccc(Cl)cc2)cc1
→ 102 | 0.1
CCC(=O)N1CCc2cc(S(=O)(=O)NCCC(=O)Nc3ccc(C)cc3C)ccc21
→ 107 | 0.5
O=S(=O)(/N=C(/Nc1cc(N2CCOCC2)ncn1)c1ccc(F)cc1)c1ccccc1
→ 100 | -0.5
CC(C)c1ccc(S(=O)(=O)NCc2ccc3c(c2)CCN3C(=O)c2ccccc2)cc1
→ 108 | 0.3
CN(C)S(=O)(=O)c1ccc(-c2n[nH]c(=S)n2-c2ccc(Cl)cc2)cc1
→ 104 | 0.7
CC(=O)Nc1ccc(S(=O)(=O)NC2=NCN(C3CCN(Cc4ccccc4)CC3)CN2)cc1
→ 102 | 0.1
O=S(=O)(NC1CCCC1)c1ccc(Br)cc1
→ 100 | -0.7
CCOC(=O)c1cc2c(=O)n3ccccc3nc2n(Cc2ccco2)c1=NC(=O)c1ccccc1Br
→ 105 | 0
CC(=O)Nc1ccc(NC(=O)c2nc(S(=O)(=O)Cc3ccc(F)cc3)ncc2Cl)cc1
→ 101 | -0.9
Cc1noc(/C=C/N(C)C)c1S(=O)(=O)Nc1cccc(Cl)c1
→ 102 | 0.2
OC(COCc1ccccc1)C[N+]1(Cc2ccccc2)CCOCC1 (stereo unspecified)
→ 103 | 0.2
COc1ccc(S(=O)(=O)Nc2cccc(-c3ccc(N4CCC(C)CC4)nn3)c2)c(OC)c1
→ 111 | 1.1
CCOc1ccc(NC(=O)CNS(=O)(=O)c2ccc3c(c2)C(C)(C)C(=O)N3C)cc1
→ 104 | 1.1
Cc1sc(NC(=O)c2ccccc2F)c(C(=O)c2ccc(Cl)cc2)c1C
→ 99 | -0.6
O=c1o[nH]c(-c2ccccc2F)c1C=Nc1ccc(Cl)cn1
→ 101 | -0.2
CN1C(=O)C2N=NN(c3ccccc3)C2C1=O (stereo unspecified)
→ 102 | 0
Cc1ccc(NC(=S)N2CCCN(c3ncc(C(F)(F)F)cc3Cl)CC2)c(C)c1
→ 107 | 0.3
COc1ccc(-n2nc(C(=O)N(C)c3cccc(C(F)(F)F)c3)c3c4ccccc4n(C)c3c2=O)cc1
→ 114 | 1.7
CCCCNc1nc(Oc2ccc(=O)n(-c3ccccc3)n2)nc(N(CC)CC)n1
→ 103 | -1.2
COc1cccc(Nc2sc(C(=O)c3ccc(Cl)cc3)c(N)c2C(=O)NCCc2ccc(OC)c(OC)c2)c1
→ 113 | 1.3
Cc1csc2sc(C(=O)c3ccc(Cl)cc3)c(C)c12
→ 102 | -0.8
Nc1nc(-c2ccccc2)c(N=Nc2ccc3c(c2)OCO3)s1
→ 100 | -0.6
NS(=O)(=O)c1ccc(Cl)cc1F
→ 101 | 0
COc1ccc(CNC(=O)Nc2cn(CC(C)C)c(=O)c3ccccc23)cc1
→ 60* | -3.4*
CCn1c(-c2ccco2)nn(CN2CCN(S(=O)(=O)/C=C/c3ccccc3)CC2)c1=S
→ 102 | 0
Cc1ccc(Cc2nc3ccccc3nc2SCC(=O)N2CCN(c3ccc(F)cc3)CC2)cc1
→ 107 | 0.3
c1nc(N2CCCC2)c2c3c(sc2n1)CCCC3
→ 104 | 0.4
COc1ccc(-c2nc3ccccc3c(=O)n2CCN2CCOCC2)cc1
→ 104 | 2.2
CCc1ccc(CNC(=O)c2ccc(CSc3nc4ccncc4n3Cc3ccccc3)cc2)cc1
→ 108 | -0.7
CC(=O)N1CCC(c2ccc(Cl)cc2)=N1
→ 101 | -0.3
O=C1NC(=S)NC(=O)C1=CN1CCc2ccccc2C1
→ 102 | 0.4
O=C(O)CSCC(=O)Nc1cccc(O)c1
→ 100 | -0.4
CC(C)(C)c1[nH]nc2c1C(c1ccc(OC(=O)c3ccccc3Cl)cc1)C(C#N)=C(N)O2 (stereo unspecified)
→ 104 | 0.6
C#CCn1c(C2CC(=O)N(c3ccc(OCC)cc3)C2)nc2ccccc21 (stereo unspecified)
→ 110 | 0.6
Cc1nc2c3cc(F)ccc3n(CCN3CCOCC3)c2s1
→ 103 | 0.3
Cc1cccc(NC(=O)CSc2nccn2Cc2ccc(F)cc2)c1C
→ 111 | 0.9
Cc1c(C(=O)NCc2ccccc2)oc2c1C(=O)CCC2
→ 103 | -0.1
COc1ccccc1NC(=O)C1C(=O)CNC23CCCCC2C1c1ccccc1O3 (stereo unspecified)
→ 102 | 0
O=C(Nc1ccc2cn[nH]c2c1)c1cccc(Oc2ccccc2)c1
→ 102 | 0.2
O=c1c(Cl)c(Cl)cnn1CN1CCCC1c1nc2ccccc2s1 (stereo unspecified)
→ 100 | -0.3
N#Cc1c(N2CCCC2)n[nH]c1N
→ 101 | -0.5
COCCN(Cc1nnc(-c2cccs2)o1)C(=O)c1cc(Cl)c(OC(C)C)c(OC)c1
→ 97 | -1.1
O=C1c2cccc3cccc(c23)N1S(=O)(=O)c1cccs1
→ 100 | -0.2
COc1ccc(OCC(=O)N2CCc3ccccc3C2)cc1
→ 104 | 0.9
Cc1c(C(=O)N2CCN(C)CC2)oc2c1C1(CCC2)SCCS1
→ 103 | 0.6
Cc1ccc(C2=Nc3ccccc3N(CC(=O)Nc3ccccc3F)C(=O)C2)cc1C
→ 111 | 1.2
CCOc1ccc(-c2cc3c(=O)n(Cc4nc(-c5ccccc5OCC)oc4C)ccn3n2)cc1Cl
→ 101 | -1.2

Further records:
Values run as follows: PV pol inh | PV pol inh FP z-score
CNCc1cc(C)[nH]n1
→ 100 | -0.3
N#CCc1ccc(N)cc1
→ 103 | -0.2
O=C(NCCc1ccccc1)c1cc2ccccc2o1
→ 103 | 0.4
CC(c1ccccc1)n1c(=S)[nH]c2ccccc21 (stereo unspecified)
→ 103 | 0.2
CCc1cccc(NC(=O)CSc2ncccn2)c1
→ 103 | 0
Cc1ccc(-c2noc(CN(C(=O)c3ccc(C)cc3Cl)C(C)C)n2)cc1
→ 102 | 0.4
Cc1ccc(NC(=O)Cn2c(=O)n(Cc3ccc4c(c3)OCO4)c(=O)c3ccc(C(=O)NC4CCCCC4)cc32)c(C)c1
→ 106 | 0.4
Cc1noc(C)c1/C=C1\N=C(C23CC4CC(CC(C4)C2)C3)OC1=O
→ 95 | -1
O=C(Nc1ccccc1)Nc1ccc(N2CCOCC2)cc1
→ 104 | 0.2
COC(=O)C(O)(c1ccc(C)o1)C(F)(F)F (stereo unspecified)
→ 98 | -0.2
COc1ccccc1/C=C/C=N/n1c(-c2ccncc2)n[nH]c1=S
→ 101 | 0.1
Nc1ccc(CCC(=O)O)cc1
→ 99 | 0
CCc1c(C)sc(NC(=O)c2ccco2)c1C(=O)NCc1ccccc1
→ 101 | 0.1
N=C1/C(=C/c2ccco2)C(=O)N=C2SC(C3CCCCC3)=NN12
→ 101 | -0.2
CCn1cc(C(=O)NCCc2ccccc2)c(=O)c2cc(S(=O)(=O)N(C)C)ccc21
→ 101 | -0.4
CCOC(=O)Cn1c(=O)n(C2CCCCC2)c2nc(-c3ccc(Cl)cc3)nc(C(N)=O)c21
→ 112 | 1.4
Cc1ccc(S(=O)(=O)c2nnn3c2nc(NCC2CCCO2)c2ccccc23)cc1 (stereo unspecified)
→ 102 | 0.3
CCCCN=C1SCC(c2ccc(Br)s2)=NN1C
→ 101 | -0.2
O=C(c1ccc2c(Cl)c3c(nc2c1)CCCC3)N1CCN(c2ccc(Cl)cc2)CC1
→ 108 | 0.6
CC1CCC2(CC1)NC(=O)N(Nc1ncnc3sccc13)C2=O (stereo unspecified)
→ 104 | 0.4

Of the compounds above, 3 have bromine:
Values run as follows: PV pol inh | PV pol inh FP z-score
O=S(=O)(NC1CCCC1)c1ccc(Br)cc1
→ 100 | -0.7
CCOC(=O)c1cc2c(=O)n3ccccc3nc2n(Cc2ccco2)c1=NC(=O)c1ccccc1Br
→ 105 | 0
CCCCN=C1SCC(c2ccc(Br)s2)=NN1C
→ 101 | -0.2

New compounds follow:
Values run as follows: PV pol inh | PV pol inh FP z-score
CSCCC(NS(=O)(=O)c1ccc2c(c1)oc(=O)n2C)C(=O)NCc1ccc(F)cc1 (stereo unspecified)
→ 110 | 0.7
CCn1c(Cn2nnc3ccccc3c2=O)nc2cc(S(=O)(=O)N(C)C)ccc21
→ 107 | 0.7
Cc1cccc(N(C)C(=O)C(C)Sc2nc3ncccc3o2)c1 (stereo unspecified)
→ 99 | -1.4
CSc1ccc(CCNC(=O)c2cc(C)nc3c2c(C)nn3-c2cccc(F)c2)cc1
→ 111 | 0.6
C=C(C)COc1ccc2c3c(c(=O)oc2c1OCC(=C)C)CCC3
→ 103 | 0.3
CCCS(=O)c1ccccc1 (stereo unspecified)
→ 100 | 0
Cc1ccc(-c2nnc(SC(=O)OCc3ccccc3)o2)cc1
→ 105 | 1.1
CCOC(=O)c1cc2oc(C)cc2n1CC(=O)N(C)C1CCCCC1
→ 105 | 1.8
C1CCC(N2CCC(N3CCCCC3)CC2)CC1
→ 98 | -1.3
O=C(CSc1nc2ccccc2[nH]c1=O)NCc1ccco1
→ 98 | -1.4
Cc1nn(CCC#N)c2nc(-c3cccnc3)cc(C(F)(F)F)c12
→ 104 | 0.4
Cc1ccc(-c2nnc(N3CCN(c4ccccn4)CC3)c3ccccc23)cc1
→ 100 | 0
O=C(CSc1nccn1Cc1ccc(F)cc1)NCc1ccccc1
→ 111 | 0.8
CCc1ccc(NC(=O)C2CCN(S(=O)(=O)c3c(C)noc3/C=C/c3ccco3)CC2)cc1
→ 111 | 1.2
COc1ccc(NS(=O)(=O)c2ccc(-c3cc(C(F)(F)F)no3)s2)cc1
→ 102 | 0.4
Cc1ccc(SCC(=O)Nc2ccc3c(c2)n(C)c(=O)n3C)cc1
→ 100 | -0.4
O=C(O)CCCOc1ccc(Br)cc1
→ 104 | 0.4
Cc1ccc(NC(=O)Cc2c(C(=O)O)c(C)cn2C)cc1Cl
→ 110 | 0.8
CN(C)CCCNc1nc(-c2ccc(Cl)cc2)cs1
→ 100 | 0
O=C(c1cc2ccc3cccnc3c2[nH]1)N1CCCC1
→ 101 | -0.2
O=c1c2cccnc2n(Cc2cccc(F)c2)c(=O)n1Cc1ccccc1Cl
→ 105 | 0.3
CCn1c(-c2ccccc2Cl)nc2ccccc21
→ 101 | -1.3
CC(C)CSc1ccccc1NC(=O)c1sc2nc(-c3ccncc3)ccc2c1N
→ 113 | 0.4
CC1CCN(CC2CCN(C(=O)Nc3ccc(Br)cc3F)CC2)CC1
→ 101 | -1.4
c1ccc(C(c2ccccc2)N2CCN(c3ncnc4nc[nH]c34)CC2)cc1
→ 102 | 0.1
Brc1cccc(COc2ccc(-c3nnco3)cc2)c1
→ 103 | 0
CCN(CC)S(=O)(=O)c1ccc2oc(C(=O)NCc3ccccc3OC)c(C)c2c1
→ 107 | 0.6
C=CCN(CC(=O)Nc1cccnc1)S(=O)(=O)c1ccc(Cl)cc1
→ 103 | 0.1
Cc1ccc(-c2nn(-c3ccccc3)cc2/C=N/O)cc1
→ 101 | -0.3
c1ccc(-c2nnc(Sc3ncnc4c3oc3ccccc34)o2)cc1
→ 100 | -0.7
O=C(CC1Sc2ccccc2NC1=O)Nc1ccc(N2CCOCC2)cc1 (stereo unspecified)
→ 101 | -0.2
CC1CCCN(C(=O)C2CCCN(S(=O)(=O)c3cccc4nsnc34)C2)C1 (stereo unspecified)
→ 98 | -0.9
Cc1cc(C)cc(N2CC(c3nc(-c4cccc(Cl)c4)no3)CC2=O)c1 (stereo unspecified)
→ 103 | -0.7
COc1ccc(S(=O)(=O)N(CCc2ccccc2)CC(=O)Nc2cccc(Cl)c2)cc1OC
→ 102 | 0.2
Fc1ccccc1N1CCN(c2ncnc3c2nc2n3CCCCC2)CC1
→ 107 | 0.2
CCS(=O)(=O)N1CCc2cc(C(=O)Nc3ccc(Br)cc3F)ccc21
→ 104 | -0.9
CCN1CCN(c2cc(C)c3cc(NC(=O)/C=C/c4cccc(Cl)c4)ccc3n2)CC1
→ 105 | 0.1
COc1ccc(CNC(=O)C(C)Sc2nc3ccccc3n2C)cc1 (stereo unspecified)
→ 104 | 0.1
Nc1cc(=O)n(Cc2ccccc2)c(=O)n1-c1ccccc1
→ 111 | 1.4
CCOC(=O)c1ccc(NC(=O)C2CC(=O)NC(=Nc3ccc(C)c(C)c3)S2)cc1 (stereo unspecified)
→ 106 | 0.4
Cc1cc(C)cc(C(=O)Nc2c3c(nn2-c2ccccc2C)CS(=O)(=O)C3)c1
→ 109 | 0.4
CCc1ccc(N2C(=O)c3ccccc3NC2(C)C)cc1
→ 104 | 0.2
COC(=O)c1ccc(OCC2c3cc(OC)c(OC)cc3CCN2C(=O)COc2ccc(Cl)cc2)cc1 (stereo unspecified)
→ 110 | 0.5
Cc1ccc(CNC(=O)NCCN2CCN(c3ccccc3)CC2)cc1
→ 103 | 0
COCCCN1C(=O)c2ccccc2CC1(C)C(=O)NC1CCCCC1 (stereo unspecified)
→ 117 | 1.8

Record cards, from the list above. Values in the order: PV pol inh	PV pol inh FP z-score
CCOc1ccc(-c2cc3c(=O)n(Cc4nc(-c5ccccc5OCC)oc4C)ccn3n2)cc1Cl is entered as 101	-1.2
O=C(Nc1ccccc1)Nc1ccc(N2CCOCC2)cc1 is entered as 104	0.2

These rows are one share of the data; count on the stated rates, not on these rows.
